KCNQ2 inh – KCNQ2 channel blockers in CHO-K1 cells – cell-based, FluxOR thallium flux, B-score, primary screen (AID 2156); O88943; 20 min; hits give low values; B-score at 10 µM; actives 1.1% (n = 310,000);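 active = fluorescence ratio B-score at most minus 3 library SDs, with starting brightness B-score within 2 library SDs, cut at about -5.5 in these data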
Target sequence (O88943 whole entry, looked up): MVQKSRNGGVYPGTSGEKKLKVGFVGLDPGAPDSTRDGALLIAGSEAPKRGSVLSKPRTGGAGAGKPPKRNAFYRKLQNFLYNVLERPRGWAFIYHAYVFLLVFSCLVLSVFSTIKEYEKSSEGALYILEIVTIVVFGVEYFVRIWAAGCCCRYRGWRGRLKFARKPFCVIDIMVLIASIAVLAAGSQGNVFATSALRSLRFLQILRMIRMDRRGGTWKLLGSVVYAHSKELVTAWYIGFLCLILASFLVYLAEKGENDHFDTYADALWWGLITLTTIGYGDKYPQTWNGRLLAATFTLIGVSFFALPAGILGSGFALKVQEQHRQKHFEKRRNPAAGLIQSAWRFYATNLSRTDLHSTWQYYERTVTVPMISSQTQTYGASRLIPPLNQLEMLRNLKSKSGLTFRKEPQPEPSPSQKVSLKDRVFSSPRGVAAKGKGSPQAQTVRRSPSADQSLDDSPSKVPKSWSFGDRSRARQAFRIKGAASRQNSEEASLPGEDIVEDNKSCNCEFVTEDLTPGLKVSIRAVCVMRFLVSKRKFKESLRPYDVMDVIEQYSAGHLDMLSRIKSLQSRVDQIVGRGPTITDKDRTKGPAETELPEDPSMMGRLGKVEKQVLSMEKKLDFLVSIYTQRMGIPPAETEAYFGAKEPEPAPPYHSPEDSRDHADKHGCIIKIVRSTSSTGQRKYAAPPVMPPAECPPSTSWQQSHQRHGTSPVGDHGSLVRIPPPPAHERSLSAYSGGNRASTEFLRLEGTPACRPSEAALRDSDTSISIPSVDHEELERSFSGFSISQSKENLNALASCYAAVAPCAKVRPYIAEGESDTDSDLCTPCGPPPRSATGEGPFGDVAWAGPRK
Kir21 block – blocks the mouse Kir2.1 inward-rectifier potassium channel | P35561 | HEK293-Kir2.1, FluxOR thallium flux fluorescence; hits give low values | B-score at 10 µM | actives 0.85% (n = 310,000);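 active = fluorescence ratio B-score at or below minus 3 SD of library scores, with starting-brightness B-score within 2 SD, cut at about -4.2 in these data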;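 also: channel flux triggered by added potassium and thallium sulfate stimulus; B-score of peak minus minimum fluorescence over baseline after thallium stimulus; more negative B-score means stronger Kir2.1 block with less thallium influx; some compounds called inactive have numbers as strong as hits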
STK33 kinase inh – inhibitors of human STK33 kinase; actives 0.073% (n = 320,000); inhibition, % at 10 µM; purified STK33, MBP phosphorylation, ADP-Glo luminescence;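 active = inhibition at or above 25%, using the most active replicate where run in duplicate; inactive = inhibition below 25%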
* hit, by the source's call; i = inactive; nt = no result given.

Below each SMILES: KCNQ2 inh | Kir21 block | STK33 kinase inh
CN1CC=C2C(C#N)=C(N)C(C#N)(C#N)[C@H](c3ccoc3)[C@H]2C1
  i | -1.46 | -0.1
COc1ccc(/C(O)=C2/C(=O)C(=O)N(CCCN(C)C)C2c2ccc(C)o2)cc1Cl (stereo not given)
  i | 0.5 | nt
CC(CNC(=O)c1cc(COc2c(F)cccc2F)on1)c1ccccc1 (stereo not given)
  i | -0.63 | -1.1
O=P(Cc1cc[n+]([O-])cc1)(c1ccccc1)c1ccccc1
  i | 1.13 | 0.1
Cc1ccc(-n2ncc3c(Nc4cccc(C(=O)O)c4)ncnc32)cc1
  i | -0.4 | -0.8
O=C(CN(c1ccc(F)cc1)S(=O)(=O)c1ccccc1)NC1CC2CCC1C2 (stereo not given)
  i | -1.62 | -3.7
COCCCNS(=O)(=O)c1ccc(SC)cc1
  i | 0.91 | -1.4
NC(=O)CC(NC(=O)Cc1ccc(Br)cc1)c1ccc(N2CCCCCCC2)c([N+](=O)[O-])c1 (stereo not given)
  i | -0.16 | -1.2
O=C(Nc1ccc2c(c1)OCCO2)C1CCCN1S(=O)(=O)c1cccc2cccnc12 (stereo not given)
  i | -1.36 | -1.7
COc1ccc(CC(=O)Nc2ccc(-c3cn4ccc(C)cc4n3)cc2)cc1
  i | 1.28 | 4.6
S=C(NCC1CCCO1)NC1CC1 (stereo not given)
  i | 0.44 | -1.0
CC(=O)NC1(c2ccccc2)CCN(C(=O)N2CCOCC2)CC1
  i | 0.32 | -0.3
COc1ccc(/C=C(/C#N)C(=O)Nc2ccc(O)cc2)cc1C(=O)O
  i | 0.1 | -1.1
COc1cc(CCCN2C(N)=NC[C@H]2Cc2ccc(O)cc2)cc(OC)c1OC
  i | -1.57 | 0.3
CN1CCN(C(=O)c2ccccc2[N+](=O)[O-])CC1
  i | -1.44 | -1.6
CCN1C(=S)SC(=O)C1=C1C=C(C)N(Cc2ccco2)C(C)=C1
  i | -0.76 | -1.5
Cc1ccc(N(C)S(=O)(=O)c2cccc(C(=O)Nc3ccc(C)cn3)c2)cc1
  i | -1.78 | -0.4
O=C(COC(=O)COc1ccccc1)NCc1ccccc1
  i | 0.01 | -1.4
CCCCNC(=O)C1CCN(C(=O)Nc2ccc(C)cc2)CC1
  i | -0.18 | 0.3
O=[N+]([O-])c1cccc(COc2ncnc3cc([N+](=O)[O-])ccc23)c1
  i | 0 | 2.9

Remaining list, next part:
Below each SMILES: KCNQ2 inh | Kir21 block | STK33 kinase inh
CCOc1ccc(-c2csc(NC(=O)CSCC(=O)O)n2)c2ccccc12
  i | -0.19 | -1.0
COc1cccc(N(C(=O)c2csnn2)C(C(=O)NC2CCCC2)c2ccccc2)c1 (stereo not given)
  i | 0 | -1.0
COc1ccc(-c2nc(CSCC(=O)N3CCN(C4CCCCC4)CC3)c(C)o2)cc1OC
  i | -0.81 | -2.3
COC(=O)c1c(C)oc2ccc(OC(=O)c3cccs3)cc12
  i | 0.04 | -0.8
Cc1ccc(-c2nnc(SCC(=O)Nc3ccc4c(c3)oc3ccccc34)n2C)c(Cl)c1
  i | -0.2 | 0.2
Cc1cc(C(=O)N(C)CC2CCCN(CCc3ccc(F)cc3)C2)c(C)o1 (stereo not given)
  i | -0.01 | -0.4
O=C(CCN1CCN(Cc2ccccc2)CC1)NNC(=O)Cc1ccc(Cl)c(Cl)c1
  i | 0.12 | -0.4
CCC1CCCCN1CCCNC(=O)c1ccc2nc(N3CCC(C)CC3)sc2c1 (stereo not given)
  i | 0.01 | -1.7
CC(=O)NC(CC(=O)O)c1ccc([N+](=O)[O-])cc1 (stereo not given)
  i | -0.33 | -0.6
OC(COCc1ccc(Cl)cc1)CN1CCN(CC(O)COCc2ccc(Cl)cc2)CC1 (stereo not given)
  i | -4.88* | -0.3
COc1cc(/C=C/C(=O)OCC(=O)c2c[nH]c3ccccc23)ccc1OC(F)F
  i | -0.84 | -0.3
COc1ccc(-c2cc3ncnc(Cl)c3s2)cc1
  i | -1.68 | 2.4
CCN1CCN(CC(=O)Nc2ccc(OC(F)(F)F)cc2)CC1
  i | 0.6 | -1.1
CC1CCCC(NC(=O)COC(=O)COc2ccccc2Cl)C1C (stereo not given)
  i | 0.48 | -1.3
COc1ccc(S(=O)(=O)Nc2cc3c(C(C)=O)c(C)oc3c3ccccc23)cc1
  i | 0.93 | -1.9
CC(C)c1nnc(NC(=O)C2CCCO2)s1 (stereo not given)
  i | 1.35 | -0.6
CCN(Cc1ccccc1)c1ccc(/C=N/N=C(N)N)cc1
  i | -13.9* | 1.3
COc1ccc2c(c1)CCc1c(C(=O)NCCN3CCOCC3)noc1-2
  i | 0.49 | -0.4
C/C(=N\N=C\c1ccccc1)c1nnn(-c2nonc2N)c1C
  i | 0.15 | 0.2
O=C(Nc1ccccn1)c1ccc2ccccc2c1O
  i | 0.79 | nt

More records follow.
Below each SMILES: KCNQ2 inh | Kir21 block | STK33 kinase inh
COC(=O)c1sc(OC)cc1OCc1ccc(C)cc1
  i | -0.92 | -2.1
CCc1ccc(N(CC(=O)Nc2ccccc2C(=O)N2CCOCC2)S(C)(=O)=O)cc1
  i | 2.33 | -1.6
COc1cccc(OCc2nc3c4cnn(-c5ccccc5)c4ncn3n2)c1
  i | 1.57 | -2.5
CC(=O)c1ccc(NC(=O)c2cccs2)cc1
  i | -0.02 | -2.2
COc1ccc(OC)c2[nH]c(=O)c(CCNS(=O)(=O)c3ccccc3)cc12
  i | -0.13 | -0.1
Cc1cc(C)nc(N2CCCC(C(=O)NCc3ccccc3)C2)n1 (stereo not given)
  i | -2.07 | -0.6
CCCNC(=S)NCc1ccc(Cl)cc1
  i | 0.62 | nt
COc1ccc(C(=S)NCS(=O)(=O)c2ccc(C)cc2)cc1
  i | -2.05 | -0.4
COc1cc2nc(SCc3ccc(F)cc3)n(Cc3cccs3)c(=N)c2cc1OC
  i | -0.03 | -0.5
CN(CC(=O)Nc1ccc(F)cc1)C(=O)CCc1ccccc1
  i | 2.94 | -1.2
Fc1ccc(CSc2nnc(-c3ccncc3)o2)cc1
  i | 0.27 | 0.6
Cc1ccc(S(=O)(=O)N2CCN(C(=O)c3sccc3C)CC2)cc1
  i | 1.15 | nt
O=C(COC(=O)c1cccc([N+](=O)[O-])c1)c1ccc2c(c1)OCO2
  i | -0.05 | -0.6
S=c1[nH]nc(-c2ccc3ccccc3n2)n1-c1ccc2ncccc2c1
  i | -1.59 | 0.5
CN1CCCN(S(=O)(=O)c2ccc(Cl)c(Cl)c2)CC1
  i | -0.42 | nt
CCOC(=O)C1(CC2CC2)CCN(S(=O)(=O)C[C@]23CC[C@H](CC2=O)C3(C)C)CC1
  i | -0.8 | 0.3
CCN(CCCNC(=O)CN1C(=O)COc2ccc(S(=O)(=O)N3CCC(C)CC3)cc21)Cc1ccccc1
  i | -1.82 | 0.2
COC(=O)C1CN(C(=O)COc2ccccc2)c2ccccc2O1 (stereo not given)
  i | 0.72 | 0.7
Cc1cc(N)c(NC2=CC(=O)CC(C)(C)C2)cc1C
  i | -0.56 | 1.5
O=C(NCC1CCCO1)c1ccc(COCC(F)(F)C(F)F)cc1 (stereo not given)
  i | 0.09 | -0.4

Next part:
canonical_smiles	KCNQ2 inh	Kir21 block	STK33 kinase inh
Cc1ccc(N(C)C(=O)c2ccc(CNc3c(N4CCC(C)CC4)c(=O)c3=O)cc2)cc1	i	0.2	-0.8
O=C(CCN1C(=O)/C(=C\c2ccc(F)cc2)SC1=S)Nc1ccccc1	i	1.7	-0.4
CCN(C(=O)COC(=O)CNS(=O)(=O)c1ccc2ccccc2c1)C1CCCCC1	i	-0.97	-2.4
O=S(=O)(c1ccc(Br)cc1)N1CCCC1c1nc2ccccc2s1 (stereo not given)	i	-0.03	0.0
COc1ccc(-n2c(SC)nnc2-c2c[nH]c3ccccc23)cc1	i	-1.76	0.7
COc1ccc(-c2nc(N)n(C(=O)c3cccs3)n2)cc1	i	2.48	-0.4
COC(=O)c1ccc(Cn2cc([N+](=O)[O-])cn2)cc1	i	-0.12	-2.2
COc1ccc(N2CCN(Cc3nc4c(c(=O)n(C)c(=O)n4C)n3CCc3ccccc3)CC2)cc1	i	0.46	0.7
CC1CCCN(CCCNC(=O)C2CCC(CNS(=O)(=O)c3cccc4nsnc34)CC2)C1 (stereo not given)	i	-0.42	-2.4
CC(=O)N1Cc2ccccc2CC1C(=O)NCc1ccccc1F (stereo not given)	i	-1.19	0.9
C=CCn1c(=O)c2ccccc2n2c(=S)[nH]nc12	i	-0.01	-0.4
CCN(CC)c1ccc(/C=N/NC(=O)c2cc(C)nc3ccccc23)cc1	i	1.31	-1.6
NS(=O)(=O)c1ccc(NC(=S)N2CCN(Cc3ccc4c(c3)OCO4)CC2)cc1	i	1.59	1.1
Cc1cc(O)c(N)c(C)c1Cl	i	-0.05	-1.1
CC(=O)c1c(C)[nH]c(C(=O)OCc2cccc(Cl)c2)c1C	i	-0.22	1.3
Cc1ccc(CN2CCC(NC(=O)c3ccccc3)CC2)cc1	i	-1.26	-3.8
O=C(Nc1sc2c(c1C(=O)NCc1ccco1)CCCC2)c1ccc2c(c1)OCO2	i	-0.57	-1.0
COc1c(O)cccc1[C@@H](O)C1CCN(CCc2ccc(F)cc2)CC1	i	-0.18	-1.1
Cc1cc(C(C)(C)C)oc1C(=O)Nc1ccc(CC(=O)O)cc1	i	0.1	-1.2
CCOC(=O)C1=C(c2ccccc2)NC(=O)NC1c1ccc(OC)c(OC)c1 (stereo not given)	i	0.1	1.5
CSCCC(NS(=O)(=O)/C=C/c1ccccc1)C(=O)NCCc1ccc(S(N)(=O)=O)cc1 (stereo not given)	i	0.32	-1.1
C=CCSc1nccc(=O)[nH]1	i	0.05	1.1
Cc1ccc(NC(=O)CSCC(=O)NCc2ccco2)cc1	i	1	1.0
CCC1(C)Cc2c(sc3nc(SC)n(Cc4ccccc4)c(=O)c23)CO1 (stereo not given)	i	0.89	0.5
C#CCOCCOCCOCCNc1nc(N2CCN(C(=O)[C@H]([C@@H](C)CC)n3cc([C@@H](N)CO)nn3)CC2)nc(N2CCN(C(=O)[C@H](Cc3cc4ccccc4[nH]3)n3cc([C@@H](N)Cc4ccc(O)cc4)nn3)CC2)n1	i	-1.08	3.8

Arranged by the number under Kir21 block (largest number first): some entries from above
canonical_smiles	KCNQ2 inh	Kir21 block	STK33 kinase inh
COc1ccc(-c2nc(N)n(C(=O)c3cccs3)n2)cc1	i	2.48	-0.4
Cc1cc(O)c(N)c(C)c1Cl	i	-0.05	-1.1
CCN(C(=O)COC(=O)CNS(=O)(=O)c1ccc2ccccc2c1)C1CCCCC1	i	-0.97	-2.4

In another format: entries from further up
KCNQ2 inh,Kir21 block,STK33 kinase inh,SMILES
i,-0.03,-0.5,COc1cc2nc(SCc3ccc(F)cc3)n(Cc3cccs3)c(=N)c2cc1OC
i,2.94,-1.2,CN(CC(=O)Nc1ccc(F)cc1)C(=O)CCc1ccccc1

Additional entries follow:
canonical_smiles	KCNQ2 inh	Kir21 block	STK33 kinase inh
O=C(O)C1CCCCC1C(=O)Nc1cc(Cl)ccc1Cl (stereo not given)	i	0.01	0.6
O=C(COc1cc2oc(=O)c3c(c2cc1Cl)CCC3)NCc1ccccn1	i	-0.59	8.0
O=C(CCNC(=O)c1ccc(Cl)cc1)Nc1ccncc1	i	0.34	1.4
Cc1csc(NC(=O)[C@@H]2CCCN2C(=O)c2cccs2)n1	i	-0.45	-2.0
Cc1ccc(SC(=O)COc2ccccc2C)cc1	i	0.83	-1.1
Cc1cc(C(F)(F)F)nc2c(Cl)c(C(C)(C)C)nn12	i	-1.06	-0.8
O=C(NCc1nc2ccccc2[nH]1)C1=C[C@H](c2ccccc2)C[C@H](OCCCCO)O1	i	-1.64	1.0
O=C1CC(CSc2ccc(Cl)cc2)=NN1	i	1.55	-2.3
COc1cccc(/C=N/NC(=O)CO/N=C(\C)c2cccs2)c1OC	i	2.37	1.0
CCCCOc1ccc(CN2CCSCC2)cc1	i	0.62	0.1
Cc1nn(C)c(C)c1NS(=O)(=O)c1ccc(N2CCCC2=O)cc1	i	0.72	0.1
O=C(CC(c1ccco1)C1CCCCC1=O)c1ccco1 (stereo not given)	i	0.07	0.4
COc1ccc(N(CC(=O)NCCSCc2c(F)cccc2Cl)S(C)(=O)=O)cc1OC	i	0.63	-1.3
Cc1cc2c(cc1C)N(Cc1ccc(Cl)cc1)C1=NCCCN12	i	-2.21	-2.2
O=C1c2ccccc2-c2c1cccc2C(=O)N1CCCCC1	i	1.08	0.1
O=C(Nc1cccc2c1CCCC2)c1ccc(F)cc1	i	-0.09	-1.3
CC(=O)N1CC(C)Sc2ccc(S(=O)(=O)NCCc3cccc(C)c3)cc21 (stereo not given)	i	-2.68	-0.3
O=C(Nc1ccc(N2CCCC2)c(Cl)c1)c1cccc(-c2cc3ccccc3oc2=O)c1	i	2.46	0.0
O=C(CN1C(=O)COc2ccc(Cl)cc21)Nc1ccc(N2CCOCC2)cc1	i	0.01	-1.2
O=C(CN1CCN(S(=O)(=O)N2CCCCCC2)CC1)Nc1ccc(Br)cc1	i	0.41	-2.3
CN(CC(=O)Nc1c(Cl)cccc1Cl)C(=O)c1ccc2nc[nH]c2c1	i	-0.6	-1.8
CCOC(=O)c1nc2cc3n(c(CC(C)C)c-2c1C)CC(C)=C3C	i	-2.27	-0.4
Cc1ccc(OCc2nnc(NC(=O)Cc3cccs3)s2)cc1	i	-0.04	nt
COc1ccc(N2CCN(C(=O)NC3CCCCC3)CC2)cc1	i	0.64	-2.0
